# Assay outcomes from PubChem.
# TNF necrop inh: inhibitors of TNF-alpha induced necroptosis in Jurkat FADD-/- cells; Jurkat FADD-/- TNF necroptosis rescue, ATP luminescence, 24 h; 0 = TNF only, 100 = no-TNF cells; activation (protection from cell death), % at 10 µM; hit rate 0.068% among 220,000; AID 463075;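 active = activation, meaning protection from cell death, of at least 50% relative to plate controls; inactive = activation below 50%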;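 also: necroptosis triggered by 40 ng/mL TNF-alpha added together with compound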
# TRPML3 ag: human mucolipin-3 channel agonism | Q8TDD5 | HEK293 TRPML3-YFP, Fluo-8 calcium fluorescence; 100% = the carbachol control signal | activation, % at 3 µM | AID 1448 | hit rate 0.29% among 220,000;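 active = activation above its plate's cutoff, the mean activation of the plate's test wells plus 3 SD, cut at about 12% in these data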;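 also: 0% = DMSO only wells and 100% = carbachol wells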
# Target sequence (Q8TDD5 whole entry, looked up): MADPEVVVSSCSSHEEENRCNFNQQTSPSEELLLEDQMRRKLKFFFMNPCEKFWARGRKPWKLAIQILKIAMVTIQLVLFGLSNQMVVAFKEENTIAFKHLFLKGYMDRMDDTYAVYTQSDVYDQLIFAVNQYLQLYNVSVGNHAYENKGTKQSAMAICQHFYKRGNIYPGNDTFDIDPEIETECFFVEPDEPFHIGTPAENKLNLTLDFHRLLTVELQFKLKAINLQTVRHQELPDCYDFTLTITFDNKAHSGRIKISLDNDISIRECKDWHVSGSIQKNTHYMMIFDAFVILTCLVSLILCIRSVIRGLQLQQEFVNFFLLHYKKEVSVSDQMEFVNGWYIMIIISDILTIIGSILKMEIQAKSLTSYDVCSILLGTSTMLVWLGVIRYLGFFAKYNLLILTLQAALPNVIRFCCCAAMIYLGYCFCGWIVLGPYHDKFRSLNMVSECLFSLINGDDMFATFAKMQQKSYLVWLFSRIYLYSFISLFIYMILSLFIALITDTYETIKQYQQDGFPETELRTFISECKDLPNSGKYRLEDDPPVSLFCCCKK
#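 Material: HEK293 cells stably carrying human TRPML3-YFP; compound dosing: single dose, 3 µM final nominal compound, 0.3% DMSO final; incubation: 1-h 37 °C dye load, 5-s basal, 120-s post-compound reads; technique: Fluo-8 intracellular calcium fluorescence, excitation 470-495 nm, emission 515-575 nm; read-out basis: percent activation from peak-to-basal fluorescence ratio, scaled between DMSO and carbachol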
# PPC-1+TRAIL kill: kills PPC-1 cancer cells in the presence of TRAIL | AID 1443 | PPC-1 cells + TRAIL, ATPLite viability luminescence | cell killing (% activity), % at 4 µM | hit rate 0.41% among 220,000;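 active = cell killing above 50% in the first pass at 4 µM, then a duplicate retest at 5 µM averaging 50% or more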;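 also: plate controls were cells with TRAIL plus DMSO for no effect and medium-only wells lacking cells for full effect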
# Wee1 stabilizer: human Wee1 degradation inhibition, primary screen | reporter increase, % at 5 µM | hit rate 1.2% among 220,000 | HeLa Luc-Wee1K328M stability, luciferase luminescence; 100% = proteasome inhibitor MG132 effect;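 active = activation above the mean of all tested compounds plus 3 SD, set per screening run, cut at about 8.8% in these data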;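 also: cells exposed to compound for 20 h before luminescence read; 0% = DMSO alone and 100% = MG132 at 30 µM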
# Ba/F3 V617F tox: lowers viability of Ba/F3 cells expressing EpoR and JAK2V617F. ATP luminescence. inhibition, % at 5.6 µM. hit rate 1.1% among 220,000;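 active = inhibition above the campaign mean plus 3 SD over all tested compounds, cut at about 24% in these data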;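 also: cytokine-independent growth of Ba/F3 cells driven by EpoR plus mutant JAK2; 0% = DMSO-treated cells and 100% = JAK inhibitor I control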
# RBBP9 inh: inhibitors of human serine hydrolase RBBP9; O75884; recombinant RBBP9, FP-Rh probe fluorescence polarization; inhibition, % at 7.94 µM; hit rate 0.2% among 220,000;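 active = inhibition above the campaign mean of all tested compounds plus 3 SD, cut at about 14% in these data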;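 also: plate controls were DMSO wells with RBBP9 for no effect and wells lacking RBBP9 protein for full effect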
# Target sequence (O75884 whole entry, looked up): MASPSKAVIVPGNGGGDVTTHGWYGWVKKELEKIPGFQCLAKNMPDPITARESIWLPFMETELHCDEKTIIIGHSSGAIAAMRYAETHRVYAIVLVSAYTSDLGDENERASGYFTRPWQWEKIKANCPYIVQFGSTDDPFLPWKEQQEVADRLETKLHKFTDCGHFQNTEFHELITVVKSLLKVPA
#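 Measured by – fluorescence polarization · Test system – RBBP9 protein · Input – 2.5 µM RBBP9 dispensing solution, before mixing · Measure – percent inhibition from mP, scaled between DMSO and no-protein wells · Benchmarks – DMSO-treated enzyme wells and wells lacking RBBP9 · Times – preincubation 30 min plus labeling 45 min at 25 °C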
# CHOP inh: inhibitors of CHOP induction in ER stress response; CHO-K1 CHOP-promoter luciferase, tunicamycin-induced, 15-18 h; inhibition, % at 10 µM; hit rate 3.8% among 220,000; AID 2732;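 active = compounds that reduced the stress-induced luciferase reporter signal by more than about 70% of percent inhibition, limit read from the data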;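 also: 0% = tunicamycin plus vehicle and 100% = wells without tunicamycin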
# zfTRPN1 agonist: zebrafish TRPN1 (NompC) channel agonism | HEK293 zebrafish TRPN1-YFP, Fluo-8 calcium fluorescence; 100% = response to 87 µM carbachol | activation, % at 3 µM | hit rate 0.18% among 220,000 | AID 1424;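 active = activation above its plate's cutoff, the mean activation of test wells on that plate plus 3 SD, cut at about 19% in these data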;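 also: 0% = DMSO alone and 100% = 87 µM carbachol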
#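 Material – zebrafish TRPN1-YFP in HEK293 cells · Doses – 3 µM single point · Schedule – dye 1 h 37 °C plus 30 min RT · Signal – Fluo-8 calcium fluorescence, excitation 470-495 nm, emission 515-575 nm · Read-out – % activation versus carbachol response · Control set – carbachol high, DMSO low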
# BaF3 parental: parental Ba/F3 viability inhibition as JAK2V617F counter-screen | AID 1486 | hit rate 1.1% among 220,000 | CellTiter-Glo ATP luminescence | inhibition, % at 5.6 µM;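 active = inhibition above a per-campaign cutoff, the mean inhibition of all tested compounds plus 3 SD, cut at about 27% in these data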;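 also: 0% = DMSO wells and 100% = JAK Inhibitor I control wells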
# An asterisk follows results filed as active; . = no result given.
structure,TNF necrop inh,TRPML3 ag,PPC-1+TRAIL kill,Wee1 stabilizer,Ba/F3 V617F tox,RBBP9 inh,CHOP inh,zfTRPN1 agonist,BaF3 parental
COc1ccc(C2CC(c3ccccc3OC(=O)/C=C/c3ccccc3)=NN2C(C)=O)cc1 (stereo not given),3.8,0.3,-9.6,2.1,-5.8,-0.4,-11.6,0.1,-0.5
Cc1ccc(NC(=O)CSc2ncn[nH]2)cc1S(=O)(=O)N1CCOCC1,-0.2,0.2,8.8,-2.3,-1.9,-1.2,13.6,0.8,0.8
CCN(CC)CCNC(=O)/C(=C/c1cn(C)c2ccccc12)NC(=O)c1ccc(OC)c(OC)c1,-1.5,1.1,-5.1,1.9,4.1,5.0,4.4,1.5,-6.9
COc1ccc(CCNC(=O)CC(NS(=O)(=O)c2ccc(NC(C)=O)cc2)C(C)C)cc1OC (stereo not given),0.2,0.3,-5.0,-2.4,3.1,-9.8,30.0,-0.4,-3.5
CCC1CCCCN1C(=O)Cn1c(C(=O)OC)cc2sc(Cl)cc21 (stereo not given),-1.7,0.9,-9.1,1.4,-5.6,-1.2,-14.7,-0.2,-0.3
CC(C)N1CC2=C(C1=O)C(c1ccc(O)cc1)NC(=O)N2C (stereo not given),0.7,0.8,-33.8,0.7,-2.9,-0.6,12.7,1.1,0.1
CS(=O)(=NS(=O)(=O)c1ccc(Cl)cc1)c1ccccc1 (stereo not given),3.7,-0.1,9.0,2.9,5.8,-2.5,-1.5,0.1,0.0
CCOc1ccccc1Nc1ncnc2ccccc12,-0.5,0.2,19.7,-2.8,-5.5,-5.4,22.2,-1.4,2.3
CC(=O)Nc1ccc(NC(=O)C2CCCN2S(=O)(=O)c2cccc3nsnc23)cc1 (stereo not given),-0.1,0.9,11.3,1.8,-1.7,-5.1,2.4,1.9,1.6
NC(=O)c1ccccc1-c1nc(-c2ccccc2)no1,0.9,0.1,1.1,1.3,-0.3,-5.4,-52.1,0.1,1.9
COc1ccc(OC(=O)c2ccncc2)cc1,-0.2,0.2,-24.9,-3.4,-0.3,-3.3,8.3,0.6,2.1
CO/N=C/c1ccc(N2CCN(C(=O)c3ccc(F)cc3)CC2)c([N+](=O)[O-])c1,-4.9,4.6,29.4,-1.8,0.6,-3.5,36.7,9.9,5.2
Cc1ccc(C)c(NC(=S)NC23CN4CN(CN(C4)C2)C3)c1,0.3,-0.1,12.2,4.0,-0.9,-7.5,-6.2,1.2,5.0
O=C1N=C(N2CCOCC2)S/C1=C\c1cccs1,0.7,0.7,3.3,-2.0,-0.4,-3.6,-4.1,-0.2,4.5
CCCCCCCN1C2=NCCCN2c2ccccc21,-1.1,0.8,28.5,-1.5,4.5,-5.0,14.9,-0.9,9.3
CSc1nnnn1-c1ccc(Cl)cc1,0.6,0.3,20.5,2.4,-3.2,2.1,20.6,-1.9,2.1
COc1ccc(C2c3ccsc3CCN2C(C)=O)cc1 (stereo not given),-2.7,0.5,21.7,-1.3,-1.4,-8.3,4.7,0.4,-3.2
CCNc1nc(NCC)n2c(SCC(=O)Nc3ccccc3)nnc2n1,0.2,0.6,3.0,-2.4,1.0,-1.4,10.9,2.0,0.7
COc1ccc2c(C(=O)CN(C)C3CCCCC3)c[nH]c2c1,2.1,0.1,5.6,-2.1,-3.9,-2.1,-4.8,-1.5,1.0
Cc1ccc2cc(CCNC(=O)c3ccc4c(c3)OCO4)c(=O)[nH]c2c1C,-1.2,0.6,16.8,-1.6,0.4,-5.6,7.5,0.7,6.8

# Overlap with the part before: two compounds; new compounds follow.
structure,TNF necrop inh,TRPML3 ag,PPC-1+TRAIL kill,Wee1 stabilizer,Ba/F3 V617F tox,RBBP9 inh,CHOP inh,zfTRPN1 agonist,BaF3 parental
COc1ccc2c(C(=O)CN(C)C3CCCCC3)c[nH]c2c1,2.1,0.1,5.6,-2.1,-3.9,-2.1,-4.8,-1.5,1.0
Cc1ccc2cc(CCNC(=O)c3ccc4c(c3)OCO4)c(=O)[nH]c2c1C,-1.2,0.6,16.8,-1.6,0.4,-5.6,7.5,0.7,6.8
OCCN1CCN(CC(O)C(F)(F)F)CC1 (stereo not given),0.4,0.8,14.6,4.1,-3.8,0.1,6.0,2.5,0.2
COc1ccc(OC)c(C2=NOC(C(=O)N3CCN(c4ccccc4)CC3)C2)c1 (stereo not given),-0.4,-0.1,2.5,-0.1,-3.2,-12.8,18.9,-0.3,10.0
Cc1cccc(C)c1-n1cccc1/C=C1\SC(=S)N(c2cccc(C(=O)O)c2)C1=O,-3.1,-0.5,4.8,7.1,9.2,-20.4,3.8,-0.3,12.4
CSc1ccccc1NC(=O)COc1ccc(Cl)cc1C,2.0,0.0,-5.8,-1.4,-1.4,-6.7,83.0*,-0.5,5.4
O=Nc1ccc(NOC(=O)c2ccccc2)cc1,2.8,1.5,24.2,3.6,0.1,-2.0,17.4,-1.2,7.2
COc1cc(CN2CCCC(C(=O)c3ccccc3SC)C2)cc(OC)c1 (stereo not given),2.0,0.4,13.9,-0.5,6.6,3.6,49.6,-0.2,4.0
O=S(=O)(c1cccc(C(F)(F)F)c1)N1CCC(c2cc(-c3cccc4ccccc34)n[nH]2)CC1,-4.0,0.9,8.8,-0.3,-0.7,-15.8,55.7,0.5,6.5
CCNc1nc(CC)nc2c1oc1ccccc12,0.1,4.7,.,-1.7,-2.7,-2.1,12.4,2.7,-3.0
CCN(CC)S(=O)(=O)c1cc(NS(=O)(=O)c2cccc(Cl)c2)ccc1C,1.1,0.5,-5.0,5.2,-0.9,-10.3,36.3,-1.0,7.5
C(=N\Nc1nc(Nc2ccccc2)nc(N2CCCCC2)n1)/c1ccco1,1.4,1.4,4.7,2.6,0.2,-6.6,-69.2,1.1,6.1
O=S(=O)([N-]c1nc2ccccc2nc1-[n+]1ccc(CCCc2ccccc2)cc1)c1cccs1,-3.2,-0.2,12.5,1.3,1.7,-6.6,16.6,0.7,2.4
CC(C)Cc1ccc(S(=O)(=O)N2CCCC2)cc1,-0.7,0.8,8.1,-0.6,-3.7,6.0,39.7,0.3,2.0
CCS(=O)(=O)NCCNc1ccc([N+](=O)[O-])cc1,0.7,0.3,13.2,-0.4,-4.8,-8.8,-21.7,0.1,-2.3
O=C(c1ccco1)N1CCN(C(=O)c2cccc3c2C(=O)N(Cc2cccnc2)C3)CC1,-0.7,0.5,16.3,1.8,-2.9,-0.8,-10.6,2.1,5.5
CC/C(=N\NC(=O)CCC(=O)NCc1ccccc1)c1ccc(O)cc1,-5.1,0.7,11.5,-4.1,-2.5,2.9,-10.8,1.1,7.4
C(#Cc1ccccc1)C[N+]1(CC#Cc2ccccc2)CCCCC1,0.5,0.1,23.1,-4.3,86.5*,-8.5,4.3,-0.6,69.4*
CCOc1ccccc1NC(=O)CSc1nnc(CNC(=O)COc2ccc(Cl)cc2)o1,0.4,-0.5,10.4,3.4,-3.8,-2.2,24.4,1.2,7.7
CCOc1cc2[nH]c(=S)n(Cc3ccc(C(=O)NCCOC)cc3)c(=O)c2cc1OCC,-0.2,-1.0,7.6,-1.6,1.2,-2.8,9.9,-0.5,7.0
COc1ccc(-c2oc3c(OC)c(OC)c(OC)c(O)c3c(=O)c2OC)cc1OC,-1.9,0.3,14.7,-1.9,0.5,2.3,-1.6,-0.1,-4.3
CCN(C(=O)c1cnc(OC)cc1C(F)(F)F)c1ccc(Cl)cc1,12.2,1.4,-8.3,-2.9,-3.9,-4.0,-2.1,-0.2,-3.2
CCOc1ccc(NC(c2ccccn2)c2oc(CO)cc(=O)c2O)cc1 (stereo not given),-1.0,0.0,8.0,3.3,-2.0,4.7,-14.4,0.4,3.7
CC1(C)Cc2c(sc3c2C(=O)N(c2ccccc2)C2=NCCCN23)CO1,-0.8,1.1,6.1,-0.3,2.0,-1.2,-5.7,-0.1,8.1
COc1ccc(NS(=O)(=O)c2cc(NC(=O)c3cccs3)ccc2N2CCOCC2)cc1,-1.6,0.5,0.8,-0.3,4.2,-8.5,12.9,0.0,9.8
CC(=O)Nc1cccc(OCc2ccc(S(=O)(=O)Cc3ccccc3)cc2)c1,1.3,0.3,6.1,2.3,-2.9,-2.9,7.0,6.1,6.0
CC[C@H](C)[C@@H]1NC(=O)c2cc([N+](=O)[O-])cc(F)c2NCCCC[C@@H](C(N)=O)NC(=O)[C@H](CC(N)=O)NC1=O,2.3,0.2,15.5,-3.6,-4.5,-11.9,3.2,0.6,4.4
COc1ccc(N2CC(C(=O)Nc3ccc(N4CCOCC4)cc3)CC2=O)cc1 (stereo not given),0.5,1.1,4.2,-1.3,3.5,-1.6,7.6,-0.7,5.7
Cc1ccc2nc(-c3ccccc3)c(NC(=O)c3ccco3)n2c1,-0.7,0.4,2.0,1.4,-0.8,1.1,24.6,1.5,2.0
CCCCn1nnnc1SCC(=O)N1CCOCC1,-0.8,-0.4,2.5,7.0,2.8,-5.4,-3.9,0.6,2.6
COCc1nnc(NC(=O)c2ccc(OC)cc2OC)s1,-1.1,0.7,38.3,0.8,6.4,-2.5,-33.9,1.5,9.4
CC1CCCC(NC(=O)COC(=O)c2cc(S(=O)(=O)N3CCCCC3)ccc2N2CCOCC2)C1C (stereo not given),1.6,-1.2,19.2,3.0,-3.1,4.8,29.3,-1.7,2.4
CC(=O)Nc1ccc(NC(=O)CN(c2cccc([N+](=O)[O-])c2)S(C)(=O)=O)cc1,-0.8,1.3,-14.6,1.2,2.8,-7.0,10.5,-0.2,1.5
CCCC12C(=O)C(C)(C(c3ccccc3)=C1c1ccccc1)C1C(=O)N(c3ccc(C)cc3)C(=O)C12 (stereo not given),1.0,0.2,25.8,-2.1,-2.2,4.2,52.9,-1.1,2.3

# Compounds shown so far that contain a CF3 group:
structure,TNF necrop inh,TRPML3 ag,PPC-1+TRAIL kill,Wee1 stabilizer,Ba/F3 V617F tox,RBBP9 inh,CHOP inh,zfTRPN1 agonist,BaF3 parental
OCCN1CCN(CC(O)C(F)(F)F)CC1 (stereo not given),0.4,0.8,14.6,4.1,-3.8,0.1,6.0,2.5,0.2
O=S(=O)(c1cccc(C(F)(F)F)c1)N1CCC(c2cc(-c3cccc4ccccc34)n[nH]2)CC1,-4.0,0.9,8.8,-0.3,-0.7,-15.8,55.7,0.5,6.5
CCN(C(=O)c1cnc(OC)cc1C(F)(F)F)c1ccc(Cl)cc1,12.2,1.4,-8.3,-2.9,-3.9,-4.0,-2.1,-0.2,-3.2
